EPAC2 antagonist: qHTS for Antagonist of cAMP-regulated guanine nucleotide exchange factor 2 (EPAC2): primary screen; AID 720708, 2013; Rap guanine nucleotide exchange factor 4 (Homo sapiens), Q8WZA2; actives 0.18% (n = 360,000); EPAC2 GEF exchange of Rap1B-BODIPY-GDP, fluorescence; Potency, µM (series often up to 114 µM), without a hit: at the highest dose activity, negative = inhibition, actives largely listed as inhibitors; note: potency is the fitted concentration of half-maximal effect; % is set by controls: 0 for no effect and ±100 for the full control effect; nearly all actives have a fitted effect of over 45% in size; many of its hits are not listed in these tables
Target sequence (Q8WZA2 whole entry, looked up): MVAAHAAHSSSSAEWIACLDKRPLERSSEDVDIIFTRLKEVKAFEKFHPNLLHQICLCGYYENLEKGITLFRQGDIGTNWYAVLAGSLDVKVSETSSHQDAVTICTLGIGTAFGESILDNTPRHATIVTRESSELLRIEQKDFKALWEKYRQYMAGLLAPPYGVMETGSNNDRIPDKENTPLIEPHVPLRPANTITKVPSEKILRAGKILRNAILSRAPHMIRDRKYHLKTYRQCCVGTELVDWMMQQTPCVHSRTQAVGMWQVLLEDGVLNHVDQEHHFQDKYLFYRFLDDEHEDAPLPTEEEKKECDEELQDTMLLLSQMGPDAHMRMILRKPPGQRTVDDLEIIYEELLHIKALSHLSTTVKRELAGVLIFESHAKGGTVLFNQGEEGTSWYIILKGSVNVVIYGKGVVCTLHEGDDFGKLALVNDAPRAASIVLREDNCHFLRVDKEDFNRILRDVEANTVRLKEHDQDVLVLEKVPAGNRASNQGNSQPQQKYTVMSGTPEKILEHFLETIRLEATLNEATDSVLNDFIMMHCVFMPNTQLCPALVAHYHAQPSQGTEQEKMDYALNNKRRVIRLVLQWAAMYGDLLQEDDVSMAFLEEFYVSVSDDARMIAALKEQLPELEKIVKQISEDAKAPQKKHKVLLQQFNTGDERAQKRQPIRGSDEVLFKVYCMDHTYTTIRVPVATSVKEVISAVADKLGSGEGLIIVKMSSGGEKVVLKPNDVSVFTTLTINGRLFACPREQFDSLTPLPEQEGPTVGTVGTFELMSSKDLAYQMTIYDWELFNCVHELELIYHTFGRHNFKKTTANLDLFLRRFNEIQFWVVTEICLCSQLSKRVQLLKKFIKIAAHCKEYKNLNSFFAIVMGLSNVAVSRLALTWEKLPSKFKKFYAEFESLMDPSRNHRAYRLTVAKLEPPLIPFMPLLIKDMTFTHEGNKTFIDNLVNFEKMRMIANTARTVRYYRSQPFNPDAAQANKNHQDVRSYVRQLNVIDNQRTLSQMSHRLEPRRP
Nrf2 block: Nrf2 qHTS screen for inhibitors; A549 ARE-Fluc reporter, luciferase luminescence, 18-24 h; Potency, µM (series often up to 46 µM), for inactives: at the top dose activity change, negative = inhibition, actives largely listed as inhibitors; actives 2.1% (n = 360,000); note: potency is the fitted concentration of half-maximal effect; % is set by controls: 0 for no effect and ±100 for the full control effect; nearly all actives have a fitted effect of over 60% in size
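A549 ARE_Fluc cells, 5000/well, 5% FBS OPTI-MEM; compounds in dose-response, 18-24 h at 37 °C/5% CO2; CellTiter-Fluor viability read (Ex 405/Em 525), then BugLite luciferase luminescence = Nrf2 activity.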
CCT modulator: High-Throughput Screening for Modulators of Cytosolic Chaperonin Activity; purified chaperonin ATPase assay, HTRF ADP detection, 30 min; activity change, % (concentration not given with the values), hits read low; actives 0.3% (n = 360,000); AID 651819, 2012; in the data active = activity change below about -30%; note: % is set by controls: 0 for no effect and ±100 for the full control effect
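We incubate TRiC, 40 or 20 nM final, with library compounds at 76 uM and 10 uM ATP for 30 min at 37 °C. ADP formed is detected with Transcreener HTRF reagents after 30 min at room temperature.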
Akt phos inh: HTS Assay for Inhibitors of Akt Phophorylation: Primary Screen | Neuro2A IGF-stimulated pAkt S473 HTRF, 20 min; stronger effect = lower value | activity change, % for hits at 50 µM | AID 651550, 2012 | actives 0.32% (n = 360,000); in the data active = activity change below about -80%; inconclusive = mostly about -51% to -80%; note: % is set by controls: 0 for no effect and ±100 for the full control effect
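Neuro2A cells (4,500/well, DMEM with 0.5% FBS) were treated with compound at a single 50 µM final concentration, stimulated with 6 nM IGF for 20 min at 37 °C, and lysed. Phospho-Akt Ser473 was read by HTRF as 665/615 ratio ×10^4.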
MmCpn inh: Inhibitors of TCP-1 ring complex (TRiC) of Methanococcus maripaludis (MmCpn): qHTS; Chaperonin Mm-Cpn (Methanococcus maripaludis); actives 0.031% (n = 330,000); purified Mm-Cpn ATPase, ADP Transcreener TR-FRET; AID 504842, 2011; Potency, µM (highest dose often 76.9 µM), inactives show at the top dose activity, negative = inhibition, usual class: inhibitors; note: potency is the fitted concentration of half-maximal effect; % is set by controls: 0 for no effect and ±100 for the full control effect; nearly all actives have a fitted effect of over 80% in size
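Compound-treated chaperonin, 25 nM final, turns over 10 uM ATP at 37°C for 30 min following a 10 min preincubation; ADP generated competes with ADP-d2 for Eu-cryptate antibody, lowering FRET.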
TGFb SMAD3 inh: qHTS for Inhibitors of TGF-b; HepG2 CAGA-GFP TGF-b/SMAD3 reporter, GFP fluorescence, 18 h; TGF-beta stimulated, 500 pg/mL final; Potency, µM (doses to about 46.1 µM), without a hit: at the top dose activity, negative = inhibition, usual class: inhibitors; actives 1.2% (n = 410,000); AID 588855, 2011; note: potency is the fitted concentration of half-maximal effect; % is set by controls: 0 for no effect and ±100 for the full control effect; nearly all actives have a fitted effect of over 65% in size
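HEPG2 CAGA-GFP cells (1000/well, DMEM with 1% FBS) were pre-incubated 2 h at 37 degrees C, given compound by pin tool, then stimulated with TGF-beta at 500 pg/mL final for 18 h before per-cell GFP fluorescence imaging.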
EPAC2 agonist: qHTS for Agonist of cAMP-regulated guanine nucleotide exchange factor 4 (EPAC2): primary screen. Rap guanine nucleotide exchange factor 4 (Homo sapiens), Q8WZA2. EPAC2 activation, biochemical qHTS; response scale: 100% = 6.5 mM cAMP response. Potency, µM (doses to about 154 µM), for inactives: at the top dose activation, usual class: activators. actives 0.079% (n = 360,000); note: potency is the fitted concentration of half-maximal effect; nearly all actives have a fitted effect of over 50% in size
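qHTS, titration series. 100 nM EPAC2 / 250 nM Rap1B-BODIPY-GDP / 50 uM GDP; RT; ex 480/em 540 nm, 5-min reads to 30 min. Norm. to 6.5 mM cAMP = activation.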
Nrf2 activator: qHTS of Nrf2 Activators; AREc32 ARE-luciferase reporter (MCF7-derived line), luminescence, 24 h; Potency, µM (titrated, usually from 46.1 µM), inactives show at the top dose activation, most hits filed as activators; actives 0.31% (n = 410,000); note: potency is the fitted concentration of half-maximal effect; % of control where 0% means no effect; nearly all actives have a fitted effect of over 65% in size
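Nrf2 activation is followed as ARE-luciferase induction in the AREc32 line after one day of compound treatment; luminescence is read with Steady-Glo.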
A549 viability: Nrf2 qHTS screen for inhibitors: counterscreen for cytotoxicity. A549 ARE-Fluc cells, CellTiter-Fluor viability, 18-24 h. actives 0.16% (n = 390,000). Potency, µM (series often up to 46 µM), inactives show at the top dose activity change, negative = cytotoxicity, actives largely listed as inhibitors; note: potency is the fitted concentration of half-maximal effect; % is set by controls: 0 for no effect and ±100 for the full control effect
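A549 ARE-Fluc cells in 5% FBS OPTI-MEM, 5000 cells/well, rested 2 h then exposed to compounds in concentration-response for 18-24 h at 37 °C. Viability by CellTiter-Fluor fluorescence (Ex 405/Em 525) after 30 min; luciferase luminescence (BugLite, 15 min, RT) read afterwards.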
Starred values were filed as active, the others as inactive; i = inactive; ? = inconclusive; · = no result given. Unless noted, calls come from the whole dose curve; as a rule, active = well fitted curve in the direction sought with a large enough effect; inconclusive = small, poorly fitted or top-dose-only effect, or another doubt; inactive = no such curve, though single readings can be large; an effect the other way counts as inactive or inconclusive. This is a subset; rates above refer to the full screens.

SMILES	EPAC2 antagonist	Nrf2 block	CCT modulator	Akt phos inh	MmCpn inh	TGFb SMAD3 inh	EPAC2 agonist	Nrf2 activator	A549 viability
Cc1cccc(C(=O)NCC(=O)OC(C)C(=O)Nc2ccc(Cl)cn2)c1 (stereo not given)	2%	9%	0.8	i	1%	-25%	2%	0.0%	-5%
CCOc1ccc(NC(=O)COc2ccc3c(c2)OCO3)cc1	5%	25%	-2.0	i	-1%	16%	4%	1.8%	0%
CSc1ccccc1NC(=O)c1cnc2sc(C)cn2c1=O	-2%	?	-0.6	i	0%	-8%	-4%	3.8%	0%
Cc1ccc(O)c(/C=N/NC(=O)c2[nH]ncc2Br)c1	21%	17%	2.0	i	0%	?	5%	1.7%	?
Cc1cc(C(=O)N/N=C/c2ccc([N+](=O)[O-])s2)c2ccccc2n1	10%	?	-2.4	i	-2%	10µM*	2%	-0.3%	?
O=C1NC(=S)N/C1=C/c1cc([N+](=O)[O-])ccc1O	3%	28%	2.7	i	0%	-8%	-7%	0.0%	?
O=C(Cc1ccccc1)N1CCNCC1	2%	6%	1.2	i	3%	-3%	-1%	-0.7%	-5%
COc1cccc(/C=N/NC(=O)c2ccccc2)c1OS(=O)(=O)c1ccccc1	3%	?	-2.0	i	1%	1%	9%	-0.4%	-11%
O=C(CN1CCN(c2ncccn2)CC1)Nc1ccccc1C(F)(F)F	2%	-8%	-0.8	i	0%	-3%	0%	0.0%	6%
Cc1cc(C)c(S(=O)(=O)NCCc2ccccc2)c(C)c1	?	0%	-0.4	i	0%	-16%	5%	3.1%	5%
COC(=O)c1ccc(-c2noc(CN(C)CC3CCCCO3)n2)cc1 (stereo not given)	3%	?	0.8	i	-3%	-1%	-1%	0.2%	4%
CCOC(=O)Cn1c(=O)oc2cc(S(=O)(=O)N3CCCC(C(=O)OCC)C3)ccc21 (stereo not given)	0%	8%	-0.1	i	-20%	0%	9%	-0.7%	0%

Quoted at random: 2 entries already listed, in no set order.
SMILES	EPAC2 antagonist	Nrf2 block	CCT modulator	Akt phos inh	MmCpn inh	TGFb SMAD3 inh	EPAC2 agonist	Nrf2 activator	A549 viability
O=C(Cc1ccccc1)N1CCNCC1	2%	6%	1.2	i	3%	-3%	-1%	-0.7%	-5%
Cc1cc(C(=O)N/N=C/c2ccc([N+](=O)[O-])s2)c2ccccc2n1	10%	?	-2.4	i	-2%	10µM*	2%	-0.3%	?

The results go on:
SMILES	EPAC2 antagonist	Nrf2 block	CCT modulator	Akt phos inh	MmCpn inh	TGFb SMAD3 inh	EPAC2 agonist	Nrf2 activator	A549 viability
CCCCC1C2C(=O)N(c3ccc(C)cc3)C(=O)C2ON1c1ccccc1 (stereo not given)	-18%	?	1.4	i	0%	-2%	-1%	9.0%	9%
CCOC(=O)c1c(NC(=O)CSc2nnc(CNc3ccc(F)cc3)o2)sc(C)c1C	?	?	-0.3	i	-2%	-4%	-5%	-0.4%	-22%
Cc1cc(C)nc(Sc2ncnc(N)c2[N+](=O)[O-])n1	4%	?	-3.3	i	-4%	?	14%	?	-11%
Cc1ccc(C2OCC(C)([N+](=O)[O-])CO2)cc1 (stereo not given)	-2%	2%	-0.7	i	·	-13%	5%	0.2%	-1%
O=C(NCC1CCCCC1)c1cc(S(=O)(=O)N2CCOCC2)ccc1F	7%	13%	-1.5	i	-1%	2%	-6%	0.3%	-1%
O=C(CC(C(=O)O)c1ccc(F)cc1)c1ccc(Cl)cc1 (stereo not given)	1%	?	-0.8	i	1%	2%	10%	0.2%	5%
C=CCOC(=O)C1=C[C@@H](c2ccc(C(F)(F)F)cc2)C[C@@H](OCCCCO)O1	-19%	-5%	-0.1	i	·	4%	-5%	7.0%	-11%
COc1ccc(CN2C(=O)NC3(CCCCC3)C2=O)cc1F	4%	21%	0.3	i	-2%	0%	4%	0.2%	-2%
N/C(=N\OC(=O)COc1ccc(Cl)cc1Cl)c1ccncc1	-19%	?	2.2	i	1%	-30%	4%	4.1%	5%
COc1ccc(N2CCN(C(c3cc(OC)ccc3OC)c3nnnn3Cc3ccco3)CC2)cc1 (stereo not given)	-6%	?	1.4	i	-1%	11%	8%	0.0%	-11%
Cc1ccc(C(=O)N2CCSCC2)cc1	12%	?	-0.4	i	-2%	?	7%	-0.2%	2%
CCOc1ccccc1NC(=O)CN1C(=O)CSC(C)C1=O (stereo not given)	1%	6%	-5.3	i	4%	?	5%	-0.5%	-4%
CCCCn1c(CCC(=O)O)nc2cc(S(=O)(=O)N(C)C)ccc21	7%	6%	1.0	i	1%	-6%	-6%	-0.5%	3%
CCOC(=O)C1=C(C)NC(=O)NC1	4%	20%	-9.2	i	-2%	31%	15%	0.2%	0%
Cc1nnc(SCC(=O)Nc2nc(C(C)(C)C)cs2)s1	7%	?	-3.4	i	1%	-11%	-4%	0.2%	-16%
CC/C(=N\NC(=O)c1csc(C)c1C)c1cccs1	8%	13%	3.2	i	0%	1%	8%	-0.3%	-11%
COCCn1c(Cc2ccccc2)nnc1SCC(=O)NC1CCCCC1	?	-14%	0.9	i	2%	?	8%	0.1%	2%
COCCCN=C(c1ccco1)n1c(=S)nc(-c2ccco2)n(CCCOC)c1=S	-21%	1%	-2.1	i	-1%	0%	13%	16%	-1%
Cc1ccc(/C(N)=N/OC(=O)c2ccc3c(c2)OCO3)cc1	5%	?	2.0	i	-1%	29%	13%	8.1%	-2%
O=C(O)C(F)=C(c1ccccc1)c1ccccc1	3%	-2%	2.6	i	·	-6%	8%	-1.3%	-3%
CC(C)C[C@H](NC(=O)c1[nH]cnc1C(=O)Nc1ccc(CNC(=O)OC(C)(C)C)cc1)C(=O)OCc1ccccc1	7%	-4%	-1.5	i	1%	?	-1%	-2.1%	4%
CC(C)Cc1nc2n[nH]c(N)c2c2c1CCCC2	18%	?	-2.1	i	-2%	0%	-3%	-0.7%	-1%
NS(=O)(=O)c1ccc(CNC(=O)c2cc(=O)c3cc(Cl)ccc3o2)cc1	4%	0%	-0.2	i	-2%	6%	4%	-0.2%	-6%
COc1ccc(CNC(=O)c2cnn3c(C(F)F)cc(C)nc23)cc1	-1%	15%	-0.6	i	2%	-22%	-8%	-0.9%	18%
Cc1ccc(-c2ccc(CCC(=O)O)n2-c2ccc(O)cc2)cc1	-11%	-22%	1.4	i	-2%	-26%	11%	12%	6%
O=C(CCCO)N/N=C/c1ccccc1[N+](=O)[O-]	-5%	9%	-1.9	i	1%	-2%	1%	16%	12%
Cc1cc(Br)ccc1-n1[nH]c(C)c(C=Nc2cccc3nsnc23)c1=O	8%	-15%	0.5	i	-6%	0%	2%	21%	-8%
CC(=O)N1CCN(S(=O)(=O)c2ccc(S(=O)(=O)N3CCCC(C)C3)cc2)CC1 (stereo not given)	-3%	2%	1.3	i	1%	9%	-8%	-0.5%	5%
Cn1c(=O)[nH]c(=O)c2c1nc(N1CCCCCC1)n2CCCSc1nc2ccccc2o1	5%	?	0.8	i	1%	?	-9%	-0.3%	-3%
CCC1(CC)C(=O)N(C)C(=O)NC1=Nc1ccccc1	-4%	-6%	-2.1	i	-24%	12%	0%	-0.6%	-3%
COCc1c(C(=O)Nc2cccc(S(=O)(=O)N3CCCCC3)c2)oc2ccccc12	-4%	?	-74*	i	-2%	-16%	13%	3.5%	-13%
COC(=O)c1cc2ccccc2c([N+](=O)[O-])c1O	0%	-19%	-2.7	i	·	-1%	6%	0.4%	2%
O=C(CSc1nc2ccc(NC(=O)CSc3nnnn3Cc3ccccc3)cc2s1)Nc1ccccc1	6%	?	-0.6	i	-5%	-2%	6%	1.7%	-17%
Cc1cc([N+](=O)[O-])ccc1N1C(=O)c2ccc(C(=O)Nc3ccccc3C(=O)O)cc2C1=O	1%	9%	-0.7	i	0%	7%	-5%	0.0%	-9%
CCC(C)[C@H](NC(=O)C1CCC(CNC(=O)[C@@H]2CCCN2C(=O)OC(C)(C)C)CC1)C(=O)O (stereo not given in full)	5%	10%	0.6	i	2%	-11%	2%	0.4%	8%
CCCCNC(=O)CSc1nc(CCC)nc2ccccc12	-5%	-29%	-2.8	i	-9%	0%	-11%	8.2%	-8%
Cc1ccc(C)c(NC(=O)CN(C)C(=O)Cc2ccc(Cl)cc2Cl)c1	-3%	6%	-3.2	i	-11%	20%	10%	-0.5%	8%

Screening results deposited in PubChem BioAssay by National Center for Advancing Translational Sciences (NCATS).
